S3 lipid droplet: qHTS Assay for Lipid Storage Modulators in Drosophila S3 Cells; Drosophila S3 cells, BODIPY lipid droplet fluorescence, 18-24 h; cells fed with added oleic acid; lipid storage change, negative = inhibition, % at the top dose, mostly 46.1 µM; hits show Potency in µM; 320,000 tested, 0.64% active; AID 2685; active = well fitted inhibition curve with a large enough effect in the signal ratio, with a control signal flat, not every such curve was filed as active; inconclusive = small, poorly fitted or top-dose-only effect, or effect the other way, or a change in a side signal; the % refers to the signal ratio
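Laser-scanning cytometry quantifies lipid droplet accumulation (500–530 nm total intensity; droplet/cell object ratio) in oleic acid-fed (400 uM added) Drosophila S3 cells treated with a concentration series. 20 uM Triacsin C defined 100% inhibition.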
S3 lipid droplet cell count max: also measured in S3 lipid droplet; calls as there; cell number change, %; measured here: cell count max response;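 cells counted by Cell Tracker Red CMTPX staining in the red channel; peak over a dose series mostly up to 46.1 µM; percent activity relative to internal control wells on each plate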
The depositor's hits bear a star; i = inactive; ? = inconclusive; nt = no result given; [ ] = dose if it differs, or a comment. % is scaled to controls: 0 for no effect and ±100 for the full control effect; potency is read from the fitted curve at half-maximal effect. These rows are one share of the data (hit frequency here may not be typical).

| SMILES | S3 lipid droplet cell count max | S3 lipid droplet |
| --- | --- | --- |
| O=S(=O)(N/N=C/c1ccc2c(c1)OCO2)c1ccc(Br)cc1 | nt | ? |
| COc1ccc(Nc2nc(C)nc3sc4c(c23)CCC4)cc1O | nt | ? |
| Cc1nc(N2CCN(Cc3ccccc3)CC2)nc2c1C(=O)CCC2 | nt | ? |
| CN(C1CCCCC1)S(=O)(=O)c1cc2c(cc1Cl)NC(=O)CO2 | -7.7 | i |
| Cc1ccc(OCCN2C(=O)CSC2=O)cc1 | -9.8 | 10.3% |
| CSc1ncccc1C(=O)OCC(=O)NCc1ccccc1 | nt | ? |
| CCN1C(=O)/C(=C/c2c(C)nn(C)c2C)SC1=S | nt | i |
| Cc1ccccc1OCCn1c(=S)[nH]c2c(N)ncnc21 | -21.8 | -5.9% |
| COc1ccccc1NC(=O)CN1CCN(CC(=O)Nc2ccc(C)c(F)c2)CC1 | 3.2 | 14.4% |
| COc1ccccc1CNc1ncnc2sccc12 | -2.1 | i |
| Clc1cccc(CN2CCN(c3nc4nonc4nc3NC3CC3)CC2)c1 | 1.8 | 8.2% |
| CCN(CC)S(=O)(=O)c1ccc(C(=O)Nc2nnc(NC(=S)Nc3ccccc3)s2)cc1 | nt | ? |
| CCOc1ccc2nc(NS(=O)(=O)c3cccs3)sc2c1 | nt | ? |
| C=CCOc1ccc(C(=O)N(Cc2ccc(N(C)C)cc2)C2CCS(=O)(=O)C2)cc1 (stereo not drawn) | nt | ? |
| CC(=O)c1cn(C)c(=O)[nH]c1=O | nt | ? |
| CC(C)CCN1CCN(Cc2cnc(N3CCCC3)s2)CC1CCO (stereo not drawn) | 6.1 | 13.3% |
| COc1cccc(NC(=O)CN(C)C(=O)c2cc(-c3ccccc3)nc3ccccc23)c1 | nt | ? |
| Oc1ccc(C[C@@H]2CNCCN2CCc2cccc(F)c2)cc1 | nt | ? |
| CCCCn1c(N)c(N(CCC(C)C)C(=O)COC(=O)c2sccc2C)c(=O)[nH]c1=O | nt | ? |
| N=C(N)c1ccc(OCCCCCOc2ccc(C(=N)N)cc2)cc1 | -10.3 | 0.5% |
| CCOC(=O)c1sc(=NC(=O)c2ccc(S(=O)(=O)N(C)c3ccccc3)cc2)n(C)c1C | 17.4 | 2.9% |
| O=C(c1ccc(-n2cnnn2)cc1)N(C1CCCCC1)C1CCCCC1 | nt | ? |
| CCCc1nc2ccccc2c(C(=O)O)c1CC | -4.3 | -9.5% |
| CCc1c(C)nc2[nH]nc(-c3ccccc3)n2c1=O | nt | ? |

Given with values ahead of the structure: 2 of the compounds above
| S3 lipid droplet cell count max | S3 lipid droplet | molecule |
| --- | --- | --- |
| -4.3 | -9.5% | CCCc1nc2ccccc2c(C(=O)O)c1CC |
| nt | ? | CCc1c(C)nc2[nH]nc(-c3ccccc3)n2c1=O |

Following part.
| SMILES | S3 lipid droplet cell count max | S3 lipid droplet |
| --- | --- | --- |
| CC1CCC(NC(=O)c2cc3c(s2)CS(=O)(=O)C3)CC1 (stereo not drawn) | nt | ? |
| CCC(C(=O)Nc1ccc(C(=O)Nc2ccccc2C(=O)O)cc1)c1ccccc1 (stereo not drawn) | nt | ? |
| O=C(Nc1ccc2c(c1)CCC2)c1cnn2c1NC(c1ccco1)CC2C(F)(F)F (stereo not drawn) | nt | ? |
| O=C(CSc1ncnc2c1oc1ccccc12)Nc1cccc(Cl)c1 | nt | ? |
| Cn1nccc1C(=O)NC(=S)Nc1cc(Cl)cc(Cl)c1 | nt | ? |
| CC(=O)Nc1ccc(-c2nc3ccc(NC(C)=O)cc3o2)cc1 | nt | ? |
| COc1cc(C(=O)NCC(=O)N/N=C\C(C)=C/c2ccccc2)cc(OC)c1OC | 20.5 | i |
| Cc1ccc(N2CCN(C(=O)NC3CCCCC3)CC2C)cc1 (stereo not drawn) | 1.3 | 0.1% |
| CCCc1cc(=O)[nH]c(SCC(=O)Nc2cccc(S(=O)(=O)N3CCCCC3)c2)n1 | -0.4 | i |
| CCN(CC)c1nc(N)nc(N(c2ccccc2)c2ccccc2)n1 | -19.9 | -1.9% |
| Cn1cc(-c2ccccc2C(=O)O)c(=O)c2ccccc21 | -4.1 | -15.3% |
| O=C(C1CCCCC1)N1CCN(c2nc(-c3ccc(F)cc3)cs2)CC1 | nt | 8.0% |
| CN(C)S(=O)(=O)c1ccc(N2CCCC2)c(C(=O)NCc2cccc(C(F)(F)F)c2)c1 | nt | ? |
| Nc1ccc2nc(CN3CCOCC3)[nH]c2c1 | nt | i |
| COc1cc(-c2c(C#N)c(N)nc3c2c(C)nn3-c2ccc(C)c(C)c2)cc(OC)c1OC | nt | ? |
| COc1ccc2c(c1)CC(C)C/C2=N\NC(=O)c1ccco1 (stereo not drawn) | 5.6 | 1.9% |
| N#Cc1ccc(C23CC4(C2)[C@H](CN(Cc2cccnc2)[C@@H]4c2ccccc2)C3c2ccccc2)cc1 (stereo partly drawn) | 4.7 | 11.3% |
| CSc1nnc(NC(=O)c2cc(=O)c3cc(C)cc(C)c3o2)s1 | 1.7 | -8.1% |
| CC(=O)OC(C(=O)N1CCN(c2ccc(F)cc2)CC1)c1ccccc1 (stereo not drawn) | 5.1 | -2.5% |
| CCNC(=S)Nc1ccc(OCc2nc3ccccc3s2)cc1 | nt | ? |
| CCN1C(=O)/C(=C/c2cnn(C)c2C)SC1=S | nt | ? |
| COc1ccc(OCc2nnc(SCC(=O)NNC(=O)c3ccc(C)cc3)n2C)cc1 | nt | ? |
| COc1ccccc1C1C2=C(CC(C)(C)CC2=O)Nc2nnnn21 (stereo not drawn) | -7.4 | -7.5% |
| COc1cc(NC(=O)c2ccc(Cl)cc2)c(OC)cc1NC(=O)CN1CCOCC1 | nt | ? |
| COc1ccc(OC)c(-c2csc(NC(=O)CSc3ccc(Br)cc3)n2)c1 | -4.6 | -8.3% |
| C=CC[n+]1c(-c2ccc(OC)cc2)csc1NNC(=O)Nc1ccccc1 | nt | ? |
| COc1ccc(CN(Cc2ccccn2)S(=O)(=O)c2ccc(-n3cnnn3)c(OC)c2)cc1 | nt | ? |
| CCOC(=O)C1=C(Cn2cnc3ccccc32)NC(=O)NC1c1cc(C)ccc1C (stereo not drawn) | nt | ? |
| CNc1nc(C)nc(-c2ccccc2O)n1 | -2.2 | -0.5%[9.22 µM] |
| Cc1ccnc(NC(=O)CCC(=O)N(CC(=O)NCc2ccc(F)cc2)c2cccc(F)c2)c1 | nt | ? |
| CC(NC(=O)CCc1c[nH]c2ccccc12)c1ccccc1 (stereo not drawn) | 22.5 | 0.8% |
| CCc1ccc(NC(=O)CC2NCCNC2=O)cc1 (stereo not drawn) | nt | ? |
| COc1ccc(CN(C)CC(O)COC(c2ccc(OC)cc2)c2ccc(OC)cc2)cc1 (stereo not drawn) | nt | ? |
| O=C(CN1CCN(c2ccccc2)CC1)Nc1scc2c1c(=O)oc1ccccc12 | 6.8 | 0.1% |
| CCOc1ccccc1N(CC(=O)NC(C)(C)C)C(=O)CCC(=O)Nc1nccs1 | -1.8 | -25.7% |
| COc1ccc(CN2CCN(C(=O)c3ccc(-c4ccccc4)cc3)CC2)c(OC)c1OC | nt | ? |
| N#Cc1c(N2CCCCC2)nc(N2CCCCC2)c2c1CCN(Cc1ccccc1)C2 | nt | i |
| O=C(CCCC(=O)N1CCN(c2ccccc2F)CC1)c1ccccc1 | -2.3 | -2.1% |
| Cc1cc(C)n(-c2ccc(Cl)c(C(=O)O)n2)n1 | -22.1 | -13.7% |
| O=c1c2ccccc2nnn1CSc1nnc(-c2cccc(S(=O)(=O)N3CCCCC3)c2)o1 | nt | i |
| CCN1C(=O)C(CC(=O)Nc2ccc(OC)cc2)N(CCCN2CCN(c3ccc(OC)cc3)CC2)C1=S (stereo not drawn) | nt | 4.5% |
| O=C(N[C@H](Cc1ccc(Cl)cc1)C(=O)O)OCC1c2ccccc2-c2ccccc21 | 16.8 | 7.4% |
| O=C(/C=C/c1ccncc1)c1cc(Cl)ccc1O | nt | ? |
| CCOC(=O)c1[nH]cnc1C(=O)Nc1ccccc1OC | 8.1 | 15.5% |
| CC(=O)c1ccc(OCCCC(=O)N2CCN(S(=O)(=O)c3ccc(C(C)C)cc3)CC2)cc1 | nt | ? |
| COc1cccc(N2CCN(CC(=O)NC3=Nc4ccccc4N=C(C)C3c3ccccc3)CC2)c1 (stereo not drawn) | nt | ? |
| Cc1nn(Cc2ccc(F)cc2)c(Cl)c1/C=N/NC(=O)c1ccccc1 | 14.2 | i |
| Cc1cc2nc3c(c(=O)n2[nH]1)CCCC3 | nt | ? |
| CCn1c(=N)n(CC(O)COc2cccc(C)c2)c2ccccc21 (stereo not drawn) | nt | i |
| O=C(O)CCCNc1c(C(=O)Nc2ccc(Cl)cc2)cc([N+](=O)[O-])cc1[N+](=O)[O-] | nt | ? |
| COc1ccc([C@]23Cc4cc(OC)c(OC)cc4C(O2)c2c(cc(C)n(Cc4ccccc4)c2=O)O3)cc1 | 8.5 | 6.7%[9.22 µM] |
| COc1ccccc1CNC(=O)CN(c1cccc([N+](=O)[O-])c1)S(C)(=O)=O | nt | ? |
| COc1ccc(C(=O)c2cc([N+](=O)[O-])ccc2N2CCCC2)cc1 | nt | ? |
| Cc1cc(=O)oc2c3c(cc(OCC(=O)NCc4ccncc4)c12)OC(C)(C)CC3 | nt | ? |
| COc1ccc(NC(=O)c2cc(-c3ccc4c(c3)OCO4)on2)cc1 | nt | i |
| COc1ccc(OC)c(CNC(=O)Cc2c(C(=O)O)[nH]c3ccccc23)c1 | nt | ? |

(further entries)
| SMILES | S3 lipid droplet cell count max | S3 lipid droplet |
| --- | --- | --- |
| CCc1ccccc1NC(=O)CNC(=O)c1ccc(-n2cncn2)c([N+](=O)[O-])c1 | nt | ? |
| O=C(CCNS(=O)(=O)c1ccccc1)N1CCOCC1 | nt | ? |
| CCOc1cc(/C=N/Nc2nc(=O)[nH]nc2C)ccc1O | -18.3 | -25.0% |
| C=CCOc1ccc(/C=C2\N=C(C)OC2=O)cc1OC | -9.1 | -14.9% |
| Cn1c(=O)c2c(nc(SCC(=O)NCc3ccc4c(c3)OCO4)n2Cc2ccc(F)cc2)n(C)c1=O | -9.1 | 0.5% |
| CCOc1cccc2c1OC1(C)CC2NC(=O)N1c1cccc(Cl)c1 (stereo not drawn) | nt | ? |
| O=C(CNC(=O)c1ccccc1Cl)NC1CCN(Cc2ccccc2)CC1 | nt | ? |
| Cc1cc2cc(C)c3nnc(SCC(=O)N4CCc5ccccc54)n3c2cc1C | 10.1 | 9.4% |
| COc1ccc(NC(=O)CN(C)C(=O)C2CCCO2)cc1 (stereo not drawn) | nt | ? |
| Cc1ccc2c(CC(=O)OC(C)C(=O)Nc3ncc(Cl)cc3Cl)coc2c1 (stereo not drawn) | 1.9 | 23.4% |
| CN(C)Cc1cc(C(C)(C)C)c(O)c(C(C)(C)C)c1 | 7.1 | 18.5% |
| O=C(Nc1cccnc1)c1cc(-c2ccccc2)on1 | 12.8 | 7.7% |
| COc1ccc(-n2ncc3c(N4CCCc5ccccc54)ncnc32)cc1 | nt | i |
| CS(=O)(=O)N(CC(=O)N1CCN(c2ccccc2)CC1)c1ccc(Cl)c(C(F)(F)F)c1 | nt | ? |
| O=C(O)c1ccc(-n2cccn2)nc1 | nt | ? |
| C=CCn1c(-c2ccc(OC)c(OC)c2)n[nH]c1=S | -8.1 | 2.7% |
| CCOC(=O)CSc1nc(C2CC2)nc2ccccc12 | nt | ? |
| Cc1ccc(NC(=S)NNC(=S)NC2CCCCC2)cc1 | 16.8 | 6.4% |
| CC(C)Oc1cccc(C(=O)C2CCCN(Cc3cccn3-c3cccnc3)C2)c1 (stereo not drawn) | 4.5 | 4.4% |
| O=C(Nc1ccc(N2CCOCC2)c(Cl)c1)c1cccnc1 | nt | ? |
| Cc1occc1C(=O)NNC(=O)C1CCCCC1 | 2.4 | -7.8% |
| N#Cc1c(N)c(C(=O)c2ccc(Cl)cc2)n2c1CCC2 | nt | ? |
| Cc1ccc(C)c(C(=O)O/N=C(\N)c2ccc(Br)cc2)c1 | nt | ? |
| CCOc1cc(/C=C2\NC(=O)NC2=O)cc([N+](=O)[O-])c1O | -1.0 | 0.0% |
| Cc1nn(CCC(=O)NNC(=S)Nc2ccc(F)cc2)c(C)c1Br | nt | ? |
| COc1ccc(S(=O)(=O)Nc2cc(S(=O)(=O)c3ccccc3)c(O)cc2C)cc1 | 4.8 | i |
| CCOc1ccc(/C=C/C(=O)Oc2ccc(OC)cc2)cc1 | nt | ? |
| CCc1ccc(-c2nnn(Cc3nn[nH]n3)n2)cc1 | nt | ? |
| O=C(N/N=C/c1ccc(OCc2ccccc2)cc1)c1ccncc1 | nt | ? |
| Cc1cccc(-c2noc(CCCC(=O)Nc3ccc(C(N)=O)cc3)n2)c1 | nt | ? |
| CCN1/C(=C/C(C)=C/c2sc3ccccc3[n+]2CC)Sc2ccccc21 | nt | ? |
| Cc1ccccc1S(=O)Cc1ccc(C(=O)NC2CCN(Cc3ccccc3)CC2)o1 (stereo not drawn) | -27.7 | i |
| CCC(=O)Nc1ccc2c(c1)nc(CCN1CCC(C)CC1)n2C | nt | ? |
| c1cncc(Oc2cccc(Oc3cccnc3)c2)c1 | -16.8 | -12.4% |
| FC(F)(F)c1cccc(Cc2noc(CN3CCC(c4ccncc4)CC3)n2)c1 | nt | ? |
| O=C(/C=C/c1ccc2c(c1)OCO2)Nc1c(C(=O)O)[nH]c2ccccc12 | nt | ? |
| Cc1ccc(C(=O)N/C(=C/c2ccc(-c3cccc([N+](=O)[O-])c3)o2)C(=O)NC(C)(C)C)cc1 | nt | ? |
| CCc1nc(NCCO)c(C#N)c2c1CCCC2 | nt | ? |
| CCn1cc(C(=O)O)c(=O)c2cc(F)c(N3CCN(C(=S)NC(=O)c4c(OC)cccc4OC)CC3)cc21 | nt | ? |
| NC(=O)CSc1nc2cccnc2n1-c1ccc(F)cc1 | nt | ? |
